F508del corr = CFTR F508del correction in bronchial cells. activity (quench increase), % at 7.58 µM. AID 720511. 0.36% of 350,000 active. CFBE cells, YFP halide quenching; stimulated with forskolin plus potentiator P3; % fluorescence drop versus neutral controls;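 active = mean added fluorescence quench of at least 8% versus neutral control, with both replicates also reaching 8%; inconclusive = only one of the mean or replicate conditions met; inactive = mean below 8% and not both replicates reaching 8%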;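 also: cells transiently co-express mutant CFTR-F508del with the halide-sensitive YFP; corrector assay measuring rescue of mutant channel to the surface after 24 h compound exposure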
FN deposit inh = fibronectin deposition inhibition; inhibition, % at 12.6 µM; 0.086% of 350,000 active; AH1F fibroblasts, Alexa488-fibronectin deposition fluorescence, overnight;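 active = mean inhibition across replicates of 30% or more, regardless of how many single replicates reach that level; inconclusive = mean under 30% yet at least half of replicates reach 30%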;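 also: positive control wells lacked labelled fibronectin entirely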
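Material: AH1F fibroblasts assembling fluorescent fibronectin matrix; amount: 10000 AH1F cells/well; medium: DMEM, 2% serum; reagent: Alexa488-fibronectin, 24 nM final in well; dosing: single compound dose, delivered by pin transfer; incubation: 1 h adhesion, overnight exposure; detection: fluorescence after three HBSS washes, excitation 485 nm, emission 525 nm; measure: fibronectin deposition inhibition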
GSIS activator = GLuc luminescence reporter in INS-1E cells, primary screen for activators of glucose-dependent secretion of insulin. AID 743287. 0.61% of 370,000 active. INS-1E GLuc reporter insulin secretion, 2-3 h. activation, % at 16.6 µM;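 active = lowest replicate activation of at least 40%, so every replicate reaches that level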;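 also: 0% = median of neutral control wells and 100% = median of IBMX positive control wells; some compounds called inactive have numbers as strong as hits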
* hit, by the source's call; ? = inconclusive. Some of the compounds tested, so the mix of outcomes need not match the whole.

Each structure is followed by: F508del corr	FN deposit inh	GSIS activator
COCCCN1C(=O)/C(=C\c2ccc3c(c2)OCO3)C(C(=O)OC)=C1C
    0.4	18.4	3.0
Cc1noc(NC(=O)c2ccc(Cl)cc2)c1Cl
    -3.8	0.0	-7.2
CC12CCC(=O)N1C(C(=O)Nc1nc(-c3ccccc3)cs1)CS2 (centres undefined)
    -3.8	0.9	25.4
Fc1ccc(-n2cc(CNCCc3cccnc3)c(-c3ccccc3Cl)n2)cc1
    0.2	3.0	-32.2
CSc1nc(=O)n(CCC#N)nc1SC
    -4.2	-10.8	6.9
COC(=O)c1cc(C(=O)OCC(=O)NCc2ccc3c(c2)OCO3)cc([N+](=O)[O-])c1
    3.0	-1.0	0.3
COc1ccc(OC)c(CN2C(=O)c3ccccc3C2c2nnnn2-c2c(C)cccc2C)c1 (centres undefined)
    0.9	4.5	-28.5
O=C(c1ccc(C(F)(F)F)cc1)N1CCC(=O)N([C@H](COCc2ccc(Cl)cc2)Cc2ccccc2)CC1
    -2.9	-2.7	-29.7
CC1(C)OC(=O)C2=C(C[C@@H](C3CC3)O[C@H]2CCc2cccc(Cl)c2)O1
    -5.3	-2.6	-7.2
O=C(N=Nc1c(O)[nH]c2ccc(Br)cc12)c1cc(-c2cccc3ccccc23)n[nH]1
    3.8	-4.8	-1.2
CCCNC(=O)N1[C@H](CO)[C@H](c2ccc(-c3ccc(C#N)cc3)cc2)[C@@H]1CNC
    1.4	7.2	3.2
CCOC(=O)[C@]12CCCC=C1N(Cc1cccc3ccccc13)C(=O)[C@H](CC(=O)N1CCN(C(=O)C3CC3)CC1)C2
    4.5	1.1	-40.8
CC(C)CC1c2[nH]c3ccccc3c2CCN1C(=O)c1cnccn1 (centres undefined)
    1.3	13.7	-6.1
CSc1ccc(S(=O)(=O)NCC(=O)OCC(=O)N(Cc2ccccc2)C(C)C)cc1[N+](=O)[O-]
    4.9	-2.1	-11.8
COc1ccc(N2CCN(C(c3cccs3)C(C)NC(=O)c3ccc4c(c3)OCO4)CC2)cc1 (centres undefined)
    -1.6	19.0	-13.6
Cc1ccc(S(=O)(=O)N2CCC(=O)N([C@H](COCc3ccc(C(F)(F)F)cc3)C(C)C)CC2)cc1
    -2.2	-13.3	-44.3
O=C(C(=O)c1ccc(O)c(O)c1)c1ccc(O)c(O)c1
    -2.9	4.3	-34.4
Cc1cc2ccccc2nc1-c1ccccc1F
    1.1	3.3	9.8
O=C(CS(=O)(=O)c1ccccc1)Nc1ccccn1
    -3.1	7.5	1.2
CC(=O)Nc1ccc(S(=O)(=O)C(C#N)c2nc3ccccc3nc2NCCN2CCOCC2)cc1 (centres undefined)
    0.7	-0.6	4.6

Brought forward from above: 2 entries, then new ones.
Each structure is followed by: F508del corr	FN deposit inh	GSIS activator
O=C(CS(=O)(=O)c1ccccc1)Nc1ccccn1
    -3.1	7.5	1.2
CC(=O)Nc1ccc(S(=O)(=O)C(C#N)c2nc3ccccc3nc2NCCN2CCOCC2)cc1 (centres undefined)
    0.7	-0.6	4.6
c1ccc(Cc2noc(CN3CCN(CCOc4ccccc4)CC3)n2)cc1
    0.3	-8.7	-7.9
Nc1[nH]c(C(=O)c2ccccc2)c(-c2c(F)cccc2F)c1C(=O)c1ccc(Cl)c(Cl)c1
    -3.8	-7.7	176.6*
Cc1sc2nc(C)n(/N=C/c3ccc(O)cc3O)c(=O)c2c1C
    0.1	0.6	17.1
Cc1ccc(S(=O)(=O)N2CCN(C(=O)COC(=O)c3ccccn3)CC2)c(C)c1
    -1.6	3.3	6.4
Cc1ccc(S(=O)(=O)N2CCN(CCOc3ccccc3)CC2)cc1
    0.9	4.4	-23.0
Cc1ccn2c(CNCCn3cccn3)c(C(=O)N3CCCCCC3)nc2c1
    1.0	2.1	2.5
COc1ccc(C(=O)COC(=O)CCCN=C2NS(=O)(=O)c3ccccc32)c(OC)c1
    -0.9	-6.8	15.7
O=C1c2ccc([N+](=O)[O-])cc2C(=O)N1c1ccc(Cl)cn1
    1.0	-3.5	1.7
COc1ccc(Sc2cccc3c2S(=O)(=O)N(C2CC2)C[C@@H](COCc2ccccc2)O3)cc1OC
    -0.5	-10.5	2.1
Cc1ccc([N+](=O)[O-])cc1NC(=O)c1cccs1
    -0.9	4.0	20.0
CC(=O)C1C(=O)c2c(cccc2[N+](=O)[O-])C1=Nc1cccc(Cl)c1 (centres undefined)
    -1.5	-11.4	-2.8
Nc1ccc(-c2cnc[nH]2)cc1[N+](=O)[O-]
    4.6	-0.4	4.6
COC(=O)c1cc(Sc2cccc(Cl)c2Cl)ccn1
    1.6	-2.0	-22.0
Cn1c(=O)c2c(nc(Sc3ncnn3CC(=O)NC3CCCCC3)n2C)n(C)c1=O
    -0.8	1.0	12.6
COC(=O)CCN(C(=O)c1cccc([N+](=O)[O-])c1)c1ccccn1
    2.3	1.8	-3.7
CC(C)(C)NC(=O)C1c2ccccc2OCC(=O)N1Cc1ccccc1 (centres undefined)
    -0.4	-3.3	-5.1
CC(C)(C)NC(=O)CN(Cc1cccs1)C(=O)CCN1CCc2ccccc21
    2.8	14.0	-1.7
N#Cc1ccc(N2C(=O)[C@@H]3C(C(=O)C(c4ccccc4)c4ccccc4)=NN[C@@H]3C2=O)cc1
    -5.4	1.7	-16.4
COc1ccc(C(=O)c2[nH]c(N)c(C(=O)NCCc3c[nH]c4ccccc34)c2-c2ccccc2Br)cc1
    -1.6	0.7	7.2
COc1ccccc1CCn1cnc(Cc2ccccc2)c1C(C)C
    -1.9	6.7	9.8
Cc1csc(N/N=C\c2cccnc2)n1
    -1.1	-1.0	-4.0
O=c1[nH]c(-c2ccccn2)nc2sc(-c3ccccc3)cc12
    -0.8	28.6	0.7
COc1ccccc1/C=N/NC(=O)CNC(=O)c1ccc(S(=O)(=O)N2CCCC2)cc1
    0.8	-3.0	-10.6
COc1ccccc1C(=O)N1CCC(N2CCN(c3ccccc3)CC2)CC1
    -1.4	-1.2	23.0
CN1CCCCC(NC(=O)c2cccc([N+](=O)[O-])c2)C1=O (centres undefined)
    0.9	3.7	5.7
CC1=NN(C(C#N)c2ccc(F)cc2)C(C)(C)C1 (centres undefined)
    -3.4	3.4	-5.9
CC12CN3CC(C)(CN(C1)C3c1ccc3c(c1)OCO3)C2 (centres undefined)
    -4.0	-2.1	-5.1
COc1ccc(Nc2nc(Cl)nc(Nc3ccc(OC)cc3)n2)cc1
    ?	-1.7	8.5
O=C(N/N=C/c1cn(Cc2ccccc2)c2ccccc12)c1cccnc1
    -1.5	13.2	-21.8
CCOC(=O)c1c(C)nn(-c2ccc(NC(=O)CSCC(=O)O)cc2)c1C
    1.0	-7.6	-6.5
Cc1cccc(/N=C/c2ccccn2)n1
    -1.5	4.1	0.8
O=C(Nc1ccc(SC(F)F)cc1)c1ccccc1F
    -1.5	21.6	4.1
Cc1ccccc1COn1nnc2ccc(S(=O)(=O)N3CCOCC3)cc21
    1.3	5.7	11.0
O=C(c1cccc(F)c1)N1CC[C@H]2[C@H](CO)Nc3ccc(-c4ccccc4)cc3[C@H]21
    -0.3	-0.6	-18.2
FC(F)(F)c1ccccc1Cc1c(-c2ccco2)nc2c3ccccc3ccn12
    2.2	-8.1	14.6
COc1ccc(N2C(=O)N3[C@H](c4cccc(C)c4)[C@@H]4C(=O)N(Cc5ccccc5)C(=O)[C@@H]4[C@]3(Cc3ccccc3)C2=O)cc1
    0.3	-5.8	-0.5
COc1ccc(/C=N/Nc2ncccc2[N+](=O)[O-])c(OC)c1
    1.7	0.6	-1.4
Cc1cccc(C(=O)NC(=S)NNC(=O)Cc2ccccc2)c1
    -1.7	1.4	-60.5
COc1ccc(C2CC(c3cccs3)=NN2C(=S)Nc2ccccc2)cc1OC (centres undefined)
    -1.1	15.2	15.7
COc1ccccc1NC(=O)CSc1ccc(-c2cccs2)nn1
    -1.7	9.0	1.4
CC(NC(=O)/C(C#N)=C/c1ccc(Cl)c([N+](=O)[O-])c1)c1ccccc1 (centres undefined)
    -0.4	1.6	-12.5
Nc1ccc(C2(c3ccc(N)cc3)c3ccccc3C(=O)c3ccccc32)cc1
    -0.7	6.4	4.5
O=C(NCc1ccccc1)C(C1CC1)n1c(-c2cccs2)nc2ccccc21 (centres undefined)
    -0.7	5.9	-20.1
COc1ccc(-c2[nH]ncc2CN2CCCC(C(=O)c3ccc(OC)cc3OC)C2)cc1 (centres undefined)
    -3.7	1.2	0.3
CC(OC(=O)CCc1nc(=O)c2ccccc2n1C)C(=O)NCc1ccc2c(c1)OCO2 (centres undefined)
    -0.9	-3.2	1.4
O=C(O)c1nccnc1C(=O)Nc1ccc(S(=O)(=O)N2CCOCC2)cc1
    0.9	7.1	5.4
O=C1CCCN1CCCN=c1c([N+](=O)[O-])nn(-c2ccc(Cl)cc2)n1O
    -2.8	-7.3	-11.7
O=C(O)CSc1ncnc2sc(-c3ccccc3)cc12
    1.7	4.2	-3.3
CCC(C)NC(=O)CCn1c(-c2ccc(F)cc2)cc(C(C)=O)c1C (centres undefined)
    -2.6	-3.4	3.5
CCCc1cc(-c2nc(N)ncc2-c2csc(C)n2)c(O)cc1OC
    0.8	-4.3	-13.9
O=C1NC(=O)/C(=C\c2ccccc2OCc2cccc([N+](=O)[O-])c2)N1
    -2.1	0.8	12.0
CCOc1ccc(CNC(=S)N/N=C/c2cccnc2)cc1
    -2.1	0.3	-4.5
NC(c1ccccc1)c1cccs1 (centres undefined)
    -1.0	12.0	-2.3
Cc1cc(C)c(C)c(C(=O)C(=O)c2ccccc2)c1
    -0.2	1.1	3.4
CCOC(=O)N[C@@H](Cc1cccnc1)C(=O)N1CCC[C@H]1C(=O)NCCc1ccccc1Cl
    -2.1	-15.2	-2.5
Cc1onc(-c2ccccc2)c1CNC(=O)CN1C(=O)c2ccccc2C1=O
    -1.3	2.4	0.1
CN(C)c1cccc(C(=O)N/N=C/c2ccoc2)c1
    -1.3	1.8	17.4
c1ccc(-c2nc3c4ccccc4ccn3c2CC2CCCCC2)cc1
    -1.2	-0.2	2.8
CCNC(=O)COC(=O)c1ccc(-c2nc3ccccc3s2)s1
    1.1	-16.3	0.9
CC(C)c1ccc(NC(=O)C(=O)C2C(=O)Nc3ccccc32)cc1 (centres undefined)
    0.2	-1.1	11.6

Later entries:
Each structure is followed by: F508del corr	FN deposit inh	GSIS activator
O=C1NC[C@@H](Cc2cccc3ccccc23)N(CCc2cccc(F)c2)C1=O
    -5.5	-4.2	-21.1
COc1ccc(S(=O)(=O)N2CCC[C@H]2C(=O)N2CCC[C@H]2C(=O)NCc2ccc(F)cc2F)cc1C
    4.8	2.2	-13.9
COc1ccc(CN2C(=O)Cc3c2nc(N)c2c(N)nc(N4CCOCC4)c(C#N)c32)cc1
    2.3	1.7	-6.0
Cc1cccc(NC(=S)NC2CCCC2)n1
    1.3	0.7	38.9
CC(C)(C)S(=O)(=O)/C(C#N)=N/Nc1ccc(C#N)cc1
    0.9	11.0	26.0
CCc1nnc(NC(=O)COC(=O)c2cc(OC)cc(OC)c2)s1
    1.7	-0.1	-2.4
O=C(COC(=O)/C=C/c1nc2ccccc2s1)Nc1ccccc1Oc1ccccc1
    1.0	-1.8	14.3
CCCCCCN1CCN(C2CN(Cc3cn(CCCCCC)nn3)S(=O)(=O)C2)CC1 (centres undefined)
    0.1	9.5	-0.7
O=C1CCCc2cc3c(cc21)CC1(C3)Cc2cc3c(cc2C1)C(=O)CCC3
    7.1	-7.2	-7.3
CNC1CCc2cc(OC)c(OC)c(OC)c2-c2ccc(SC)c(=O)cc21 (centres undefined)
    -1.9	-12.3	-4.6
O=C(COC(=O)c1ccc([N+](=O)[O-])o1)Nc1ncc(Cl)cc1Cl
    2.7	-4.6	0.5
COc1ccc(C)cc1S(=O)(=O)N(CC(=O)Nc1cccc([N+](=O)[O-])c1)c1ccc(C)cc1
    0.9	-2.6	3.4
CC(Cc1cccs1)NC(=O)Nc1ccc([N+](=O)[O-])cc1 (centres undefined)
    -1.4	6.2	-11.5
C[n+]1c(-c2ccccc2)cc2c(=Cc3ccc([N+](=O)[O-])cc3)c3ccccc3n21
    -0.2	3.5	4.4
CC(C)=CCC[C@H](C)C[C@@H]1Cc2[nH][nH]c(=O)c2[C@@H](c2ccc(F)cc2)O1
    -2.4	3.0	7.0
CC(=O)N1c2ccccc2S(=O)(=O)c2c1ccc1ccccc21
    -3.4	17.3	8.9
